NSD2 inh = inhibitors of human NSD2 methyltransferase | 44,000 tested, 0.07% active | NSD2-SET H3K36me1 DELFIA fluorescence, biochemical | inhibition, % at 12.5 µM | O96028; in the data active = inhibition above about 54%, passing the limit was not always enough;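 note: inhibitors reduce the monomethyl H3K36 fluorescence signal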
Target sequence (O96028 whole entry, looked up): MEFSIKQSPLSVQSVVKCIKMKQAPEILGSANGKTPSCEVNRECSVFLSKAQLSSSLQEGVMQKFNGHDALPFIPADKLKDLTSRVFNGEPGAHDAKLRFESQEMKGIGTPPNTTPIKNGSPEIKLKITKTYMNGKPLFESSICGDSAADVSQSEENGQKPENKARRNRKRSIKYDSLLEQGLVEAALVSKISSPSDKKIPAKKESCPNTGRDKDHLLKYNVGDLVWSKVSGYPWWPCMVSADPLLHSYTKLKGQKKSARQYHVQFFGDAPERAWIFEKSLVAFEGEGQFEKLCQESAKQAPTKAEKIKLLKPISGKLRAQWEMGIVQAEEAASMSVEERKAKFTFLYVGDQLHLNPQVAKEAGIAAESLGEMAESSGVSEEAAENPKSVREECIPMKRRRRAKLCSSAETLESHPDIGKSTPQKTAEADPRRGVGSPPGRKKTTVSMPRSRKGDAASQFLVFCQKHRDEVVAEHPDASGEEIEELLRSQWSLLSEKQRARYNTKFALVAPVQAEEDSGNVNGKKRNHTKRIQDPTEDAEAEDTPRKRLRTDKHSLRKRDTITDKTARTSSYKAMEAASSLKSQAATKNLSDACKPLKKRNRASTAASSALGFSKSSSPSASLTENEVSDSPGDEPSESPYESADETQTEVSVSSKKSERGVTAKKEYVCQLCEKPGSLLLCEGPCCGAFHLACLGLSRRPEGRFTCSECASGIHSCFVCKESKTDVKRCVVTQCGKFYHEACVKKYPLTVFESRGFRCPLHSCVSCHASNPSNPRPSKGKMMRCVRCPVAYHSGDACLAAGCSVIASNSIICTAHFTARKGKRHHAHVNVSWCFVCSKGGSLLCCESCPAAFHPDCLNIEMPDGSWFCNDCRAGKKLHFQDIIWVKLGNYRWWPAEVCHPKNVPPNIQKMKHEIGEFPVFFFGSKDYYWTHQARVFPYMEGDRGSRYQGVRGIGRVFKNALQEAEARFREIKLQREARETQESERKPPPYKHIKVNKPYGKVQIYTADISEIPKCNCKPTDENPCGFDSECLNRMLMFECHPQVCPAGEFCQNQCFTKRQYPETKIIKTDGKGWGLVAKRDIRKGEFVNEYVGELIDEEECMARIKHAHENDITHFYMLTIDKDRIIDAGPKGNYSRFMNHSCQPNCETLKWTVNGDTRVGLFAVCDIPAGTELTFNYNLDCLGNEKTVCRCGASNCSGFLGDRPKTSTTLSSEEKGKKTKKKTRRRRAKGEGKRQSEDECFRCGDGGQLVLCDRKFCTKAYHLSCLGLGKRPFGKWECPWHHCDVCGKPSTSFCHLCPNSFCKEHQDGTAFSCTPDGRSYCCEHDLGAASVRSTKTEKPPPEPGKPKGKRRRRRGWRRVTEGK
* = called active by the depositor. A portion of the library (hit frequency here may not be typical).

How did CC(C)C#Cc1cnc2c(c1)C(=O)N([C@H](C)CO)C[C@@H](C)[C@H](CN(C)Cc1ccccc1F)O2 do in these assays?
NSD2 inh: -3.1

What do the screens show for `C[C@H](NC(=O)C[C@@H]1CC[C@@H](NC(=O)CN2CCOCC2)[C@@H](CO)O1)c1ccccc1`?
NSD2 inh: -1.6

What do the screens show for `C[C@@H]1CN([C@H](C)CO)C(=O)c2cc(NC(=O)c3ccncc3)ccc2O[C@@H](C)CCCCO[C@H]1CN(C)Cc1ccc(C(=O)O)cc1`?
NSD2 inh: 1.4

How did COc1ccccc1NC(=O)N(C)C[C@H]1Oc2cc(Br)ccc2S(=O)(=O)N([C@@H](C)CO)C[C@H]1C do in these assays?
NSD2 inh: -8.1

Results for O=S(=O)(NC1CCN(Cc2cccc(OCCO)c2)CC1)c1ccc(Cl)cc1 ?
NSD2 inh: 0.7

What do the screens show for `C[C@@H]1CCCCO[C@H](CN(C)S(=O)(=O)c2ccc(Cl)cc2)[C@@H](C)CN([C@H](C)CO)C(=O)c2cc(NC(=O)NC3CCCCC3)ccc2O1`?
NSD2 inh: -5.2

Results for C[C@H]1CN([C@@H](C)CO)C(=O)c2cc(NC(=O)Nc3cccc4ccccc34)ccc2O[C@H]1CN(C)C(=O)Nc1cccc2ccccc12 ?
NSD2 inh: -3.5

How did CNC[C@@H]1OCCCC[C@H](C)Oc2ccc(NC(=O)Nc3c(C)noc3C)cc2C(=O)N([C@@H](C)CO)C[C@H]1C do in these assays?
NSD2 inh: 2.1

Results for C[C@@H]1CCCCO[C@H](CN(C)Cc2ccccc2)[C@@H](C)CN([C@H](C)CO)C(=O)c2cc(NC(=O)Nc3ccc(C(F)(F)F)cc3)ccc2O1 ?
NSD2 inh: 1.5

Results for C[C@@H]1CN([C@@H](C)CO)C(=O)c2cc(NC(=O)C3CCCCC3)ccc2O[C@@H]1CN(C)Cc1ccc2c(c1)OCO2 ?
NSD2 inh: 2.2

How did C[C@H](CO)N1C[C@H](C)[C@H](CN(C)Cc2ccc3c(c2)OCO3)Oc2ccc(NC(=O)NC3CCCCC3)cc2CC1=O do in these assays?
NSD2 inh: -5.0

Results for C[C@@H]1CN([C@H](C)CO)C(=O)c2cc(NS(C)(=O)=O)ccc2O[C@@H](C)CCCCO[C@H]1CN(C)C(=O)Nc1ccc(C(F)(F)F)cc1 ?
NSD2 inh: -7.4

How did C[C@@H](NC(=O)C[C@H]1C[C@H]2c3cc(NC(=O)C4CCOCC4)ccc3O[C@H]2[C@H](CO)O1)c1ccccc1 do in these assays?
NSD2 inh: -5.7

How did C[C@@H]1CCCCO[C@@H](CN(C)Cc2ccc(C(F)(F)F)cc2)[C@@H](C)CN([C@H](C)CO)C(=O)c2cc(NC(=O)Nc3ccc4c(c3)OCO4)ccc2O1 do in these assays?
NSD2 inh: 4.8

How did COC(=O)c1c(C)[nH]c(C)c1C(=O)c1ccccc1Cc1ccccc1 do in these assays?
NSD2 inh: 0.3

Results for COc1ccc(S(=O)(=O)N(C)C[C@@H]2Oc3ccc(NC(=O)NC4CCCCC4)cc3C(=O)N([C@H](C)CO)C[C@H]2C)cc1 ?
NSD2 inh: 2.5

What do the screens show for `C[C@H]1CCCCO[C@@H](CN(C)C(=O)Nc2cccc3ccccc23)[C@@H](C)CN([C@@H](C)CO)C(=O)c2cc(NS(C)(=O)=O)ccc2O1`?
NSD2 inh: -3.0

What do the screens show for `C[C@@H]1CN([C@H](C)CO)C(=O)Cc2cc(NC(=O)C3CC3)ccc2O[C@H]1CN(C)C(=O)Nc1ccc(C(F)(F)F)cc1`?
NSD2 inh: -0.4

How did Cc1ccc(S(=O)(=O)Nc2ccc3c(c2)CC(=O)N([C@@H](C)CO)C[C@H](C)[C@H](CN(C)C(=O)Nc2cccc4ccccc24)O3)cc1 do in these assays?
NSD2 inh: 3.7

Results for CNC[C@H]1Oc2ccc(NS(=O)(=O)c3ccc(C)cc3)cc2CC(=O)N([C@@H](C)CO)C[C@@H]1C ?
NSD2 inh: -1.6

What do the screens show for `C[C@@H]1CCCCO[C@H](CN(C)Cc2ccccc2)[C@H](C)CN([C@H](C)CO)C(=O)c2cc(NC(=O)Nc3ccc4c(c3)OCO4)ccc2O1`?
NSD2 inh: 3.3

Results for C[C@H]1CN([C@@H](C)CO)C(=O)CCCn2cc(nn2)CO[C@H]1CN(C)C(=O)Nc1cccc(Oc2ccccn2)c1 ?
NSD2 inh: 1.3

Results for C[C@@H]1CCCCO[C@@H](CN(C)Cc2ccc(C(F)(F)F)cc2)[C@@H](C)CN([C@@H](C)CO)C(=O)c2cc(NC(=O)Nc3cccc4ccccc34)ccc2O1 ?
NSD2 inh: -9.0

Results for C[C@H](CO)N1C[C@H](C)[C@H](CN(C)S(=O)(=O)c2cccc(F)c2)Oc2cc(C#CCN(C)C)ccc2S1(=O)=O ?
NSD2 inh: -13.7

What do the screens show for `C[C@@H]1CN([C@@H](C)CO)C(=O)c2cc(NS(=O)(=O)c3ccccc3)ccc2O[C@@H]1CN(C)CC1CC1`?
NSD2 inh: -1.8

What do the screens show for `C[C@@H]1CN([C@H](C)CO)C(=O)c2cc(NS(C)(=O)=O)ccc2O[C@@H](C)CCCCO[C@@H]1CN(C)C(=O)Cc1ccccc1`?
NSD2 inh: 5.6

Results for C[C@H]1CN([C@@H](C)CO)C(=O)Cc2cc(NC(=O)Nc3ccc(C(F)(F)F)cc3)ccc2O[C@@H]1CN(C)CC1CC1 ?
NSD2 inh: -6.3

How did C[C@H](CO)N1C[C@H](C)[C@@H](CN(C)C(=O)Nc2ccc(F)cc2)Oc2ccc(NC(=O)Cn3cnnn3)cc2CC1=O do in these assays?
NSD2 inh: 2.9

Results for C[C@@H]1CN([C@@H](C)CO)C(=O)c2cccc(NC(=O)C3CC3)c2O[C@@H]1CN(C)S(=O)(=O)c1cccs1 ?
NSD2 inh: 7.3

Results for COc1ccc(CN(C)C[C@H]2Oc3ccc(NC(=O)Cc4ccccc4)cc3C(=O)N([C@@H](C)CO)C[C@H]2C)cc1 ?
NSD2 inh: -2.2

For convenience, some entries already given.
What do the screens show for `C[C@H]1CCCCO[C@@H](CN(C)C(=O)Nc2cccc3ccccc23)[C@@H](C)CN([C@@H](C)CO)C(=O)c2cc(NS(C)(=O)=O)ccc2O1`?
NSD2 inh: -3.0

What do the screens show for `C[C@@H]1CN([C@H](C)CO)C(=O)Cc2cc(NC(=O)C3CC3)ccc2O[C@H]1CN(C)C(=O)Nc1ccc(C(F)(F)F)cc1`?
NSD2 inh: -0.4

How did Cc1ccc(S(=O)(=O)Nc2ccc3c(c2)CC(=O)N([C@@H](C)CO)C[C@H](C)[C@H](CN(C)C(=O)Nc2cccc4ccccc24)O3)cc1 do in these assays?
NSD2 inh: 3.7

Results for CNC[C@H]1Oc2ccc(NS(=O)(=O)c3ccc(C)cc3)cc2CC(=O)N([C@@H](C)CO)C[C@@H]1C ?
NSD2 inh: -1.6

What do the screens show for `C[C@@H]1CCCCO[C@H](CN(C)Cc2ccccc2)[C@H](C)CN([C@H](C)CO)C(=O)c2cc(NC(=O)Nc3ccc4c(c3)OCO4)ccc2O1`?
NSD2 inh: 3.3

Results for C[C@H]1CN([C@@H](C)CO)C(=O)CCCn2cc(nn2)CO[C@H]1CN(C)C(=O)Nc1cccc(Oc2ccccn2)c1 ?
NSD2 inh: 1.3

Results for C[C@@H]1CCCCO[C@@H](CN(C)Cc2ccc(C(F)(F)F)cc2)[C@@H](C)CN([C@@H](C)CO)C(=O)c2cc(NC(=O)Nc3cccc4ccccc34)ccc2O1 ?
NSD2 inh: -9.0

Results for C[C@H](CO)N1C[C@H](C)[C@H](CN(C)S(=O)(=O)c2cccc(F)c2)Oc2cc(C#CCN(C)C)ccc2S1(=O)=O ?
NSD2 inh: -13.7

New compounds follow.
How did C[C@H]1CCCCO[C@@H](CN(C)C(=O)Cc2ccccc2)[C@@H](C)CN([C@@H](C)CO)C(=O)c2cc(NS(C)(=O)=O)ccc2O1 do in these assays?
NSD2 inh: -1.4

How did COc1ccc(CN(C)C[C@H]2Oc3ccc(NS(=O)(=O)c4ccc(Cl)cc4)cc3CC(=O)N([C@H](C)CO)C[C@@H]2C)cc1 do in these assays?
NSD2 inh: -0.5

What do the screens show for `C[C@H]1CN([C@@H](C)CO)S(=O)(=O)c2ccc(C#CCN(C)C)cc2O[C@H]1CN(C)Cc1ccc(F)cc1`?
NSD2 inh: 5.1

How did COCC#Cc1cnc2c(c1)C(=O)N([C@@H](C)CO)C[C@@H](C)[C@H](CN(C)C(=O)Cc1ccccc1)O2 do in these assays?
NSD2 inh: -4.8

How did C[C@H](CO)N1C[C@H](C)[C@H](CN(C)C(=O)Nc2cccc(C(F)(F)F)c2)OCc2cn(nn2)CCCC1=O do in these assays?
NSD2 inh: -5.5

How did CC(C)COC(=O)N(C)C[C@@H]1OCc2ccccc2-c2c(n(C)c3ccccc23)C(=O)N([C@@H](C)CO)C[C@@H]1C do in these assays?
NSD2 inh: -4.9

What do the screens show for `C[C@@H]1CN([C@@H](C)CO)C(=O)c2cc(NS(=O)(=O)c3ccc(Cl)cc3)ccc2O[C@@H](C)CCCCO[C@H]1CN(C)Cc1ccccc1`?
NSD2 inh: 1.3

What do the screens show for `CCCN(C)C[C@@H]1OCCCC[C@@H](C)Oc2ccc(N(C)C)cc2C(=O)N([C@H](C)CO)C[C@@H]1C`?
NSD2 inh: 3.1

Results for C[C@H]1CN([C@@H](C)CO)C(=O)Cc2cc(NC(=O)C3CCCCC3)ccc2O[C@H]1CN(C)C(=O)Nc1ccc(C(F)(F)F)cc1 ?
NSD2 inh: 12.2

How did C[C@H]1CN([C@@H](C)CO)S(=O)(=O)c2ccc(-c3cccnc3)cc2O[C@H]1CN(C)CC1CC1 do in these assays?
NSD2 inh: 7.4

How did C[C@@H]1CN([C@@H](C)CO)C(=O)c2cc(NC(=O)C3CCCCC3)ccc2O[C@@H](C)CCCCO[C@H]1CN(C)Cc1ccc(C(=O)O)cc1 do in these assays?
NSD2 inh: -7.7

What do the screens show for `COc1ccc(C2Oc3cc(OC)ccc3CC2O)cc1` (stereo not drawn)?
NSD2 inh: -3.7

What do the screens show for `COCC(=O)N(C)C[C@@H]1Oc2cc(C#CC3CCCC3)ccc2S(=O)(=O)N([C@H](C)CO)C[C@@H]1C`?
NSD2 inh: 5.8

What do the screens show for `COc1ccc(NC(=O)Nc2cccc3c2O[C@H](CN(C)S(=O)(=O)c2ccc(C)cc2)[C@H](C)CN([C@H](C)CO)C3=O)cc1`?
NSD2 inh: -1.9

Results for C[C@H](CO)N1C[C@H](C)[C@H](CN(C)Cc2ccc(Cl)c(Cl)c2)Oc2ccc(NC(=O)Nc3ccc4c(c3)OCO4)cc2C1=O ?
NSD2 inh: -9.5

How did C[C@H]1CN([C@@H](C)CO)C(=O)c2cccc(NC(=O)C3CCOCC3)c2O[C@H]1CN(C)S(=O)(=O)c1cccs1 do in these assays?
NSD2 inh: 1.4

What do the screens show for `C[C@H]1CN([C@@H](C)CO)C(=O)c2cccc(NS(=O)(=O)c3cccs3)c2O[C@H]1CN(C)Cc1ccc(Cl)c(Cl)c1`?
NSD2 inh: 2.3

How did O=C(NCC(O)c1ccccc1)c1ccc(S(=O)(=O)N2CCOCC2)cc1 (stereo not drawn) do in these assays?
NSD2 inh: -3.7

What do the screens show for `Cc1ccc(S(=O)(=O)Nc2ccc3c(c2)C(=O)N([C@@H](C)CO)C[C@H](C)[C@H](CN(C)C(=O)Nc2c(C)noc2C)OCCCC[C@H](C)O3)cc1`?
NSD2 inh: 5.2

What do the screens show for `COc1cccc(OC)c1OCCNCC1COc2ccccc2O1` (stereo not drawn)?
NSD2 inh: -3.3

How did CCCNC(=O)N(C)C[C@H]1Oc2cc(-c3ccncc3)ccc2S(=O)(=O)N([C@@H](C)CO)C[C@H]1C do in these assays?
NSD2 inh: -4.8

What do the screens show for `C[C@@H]1CN([C@H](C)CO)C(=O)c2cc(NC(=O)Cc3ccccc3)ccc2O[C@@H](C)CCCCO[C@H]1CN(C)S(=O)(=O)c1cn(C)cn1`?
NSD2 inh: -1.2

What do the screens show for `C[C@H]1CN([C@@H](C)CO)C(=O)CCCn2cc(nn2)CO[C@H]1CN(C)C(=O)Nc1ccccc1C(F)(F)F`?
NSD2 inh: 10.6

How did COC(=O)c1csc(S(=O)(=O)N=S(C)(=O)c2cccs2)c1OC (stereo not drawn) do in these assays?
NSD2 inh: -119.5

How did C/C=C/C/C=C/CCC(=O)[C@H]1O[C@H]1C(N)=O do in these assays?
NSD2 inh: 0.5

What do the screens show for `C[C@H](CO)N1C[C@H](C)[C@@H](CN(C)Cc2ccc(C(=O)Nc3ccccc3N)cc2)Oc2ccc(NC(=O)Cc3cn(C)c4ccccc34)cc2C1=O`?
NSD2 inh: 3.0

What do the screens show for `C[C@H]1CN([C@@H](C)CO)C(=O)c2cc(NC(=O)CCN3CCOCC3)ccc2O[C@@H]1CN(C)C(=O)Nc1ccccc1`?
NSD2 inh: -2.6

How did CC(C)NC(=O)Nc1ccc2c(c1)C(=O)N([C@H](C)CO)C[C@@H](C)[C@@H](CN(C)S(=O)(=O)c1ccccc1)OCCCC[C@@H](C)O2 do in these assays?
NSD2 inh: 1.9

What do the screens show for `Cc1noc(C)c1NC(=O)N(C)C[C@H]1OCCCC[C@H](C)Oc2ccc(NC(=O)C3CCCCC3)cc2C(=O)N([C@@H](C)CO)C[C@H]1C`?
NSD2 inh: 6.0

Results for C=CC[C@@]1(C(=O)OC)N=C(c2ccc(OCCCO)cc2)O[C@@H]1c1ccccc1CN=[N+]=[N-] ?
NSD2 inh: -1.3

Results for COc1ccc(NC(=O)Nc2cccc3c2O[C@@H](CN(C)Cc2ccncc2)[C@H](C)CN([C@@H](C)CO)C3=O)cc1 ?
NSD2 inh: 10.7

How did CCCNC(=O)N(C)C[C@H]1Oc2cc(-c3cncnc3)ccc2S(=O)(=O)N([C@@H](C)CO)C[C@@H]1C do in these assays?
NSD2 inh: 1.4

How did COC(=O)[C@]1(Cc2ccccc2N=[N+]=[N-])N=C(c2ccc(OCCCO)cc2)O[C@@H]1c1ccccc1N=[N+]=[N-] do in these assays?
NSD2 inh: -5.2

How did C[C@@H]1CN([C@H](C)CO)C(=O)Cc2cc(NC(=O)C3CCCCC3)ccc2O[C@@H]1CN(C)C(=O)Nc1ccc(C(F)(F)F)cc1 do in these assays?
NSD2 inh: -3.1

What do the screens show for `CN(C)C(=O)C[C@@H]1CC[C@@H](NC(=O)C2CC2)[C@@H](CO)O1`?
NSD2 inh: 5.0

What do the screens show for `C[C@H](CO)N1C[C@H](C)[C@@H](CN(C)S(C)(=O)=O)Oc2ccc(NC(=O)CCN3CCOCC3)cc2CC1=O`?
NSD2 inh: 2.7

High-throughput results as filed in PubChem.
